Screening results (PubChem BioAssay)
Mot1-301 SUMO: yeast Mot1-301 growth rescue at high temperature, primary screen, SUMOylation pathway inhibitor project, S. cerevisiae, ATP luminescence, 38.5C. S. cerevisiae Mot1-301 growth rescue; percent above DMSO median, 100 means doubled. growth rescue, % at 18.8 µM. 1% of 320,000 active. AID 2716, 2010;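 active means every valid replicate shows activation above 250% relative to neutral control wells; inactive means the rest, any valid replicate at or below 250%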;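 further: OY570 slx delta 5 strain wells were the positive control but not used for scaling; some compounds called inactive have numbers as strong as hits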
Tat transport: E. coli Tat export inhibitors, primary screen, MC4100, TorA-mCherry reporter, fluorescence, single point; inhibition, % at 10 µM; 0.036% of 340,000 active;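 active means mean replicate inhibition at least 50% and at least half of replicates individually reaching 50%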;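 further: exported cargo escapes ClpAP degradation while cytoplasmic cargo is degraded and loses fluorescence; 0% = median of neutral control wells and 100% = median of NaSCN control wells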
PKA-R1A act: activators of PKA-R1A holoenzyme, primary screen, biochemical, fluorescence polarization, Cy5-IP20, bovine R1A, mouse PKAc; activation, % at 11.4 µM; PKA-R1A dissociation; scaled: DMSO 0%, 113 µM cGMP 100%; 0.083% of 340,000 active;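 active means percent activation above the mean of all tested compounds plus 3 SD, cut at about 19% in these data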;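 further: higher means more PKAc released from R1A so a rise in polarization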
DAGLB inhibitor: DAGLB lipase inhibitors, primary screen, biochemical, fluorescence, HTS; HEK293T DAGLB membrane lysate, EnzChek fluorogenic substrate; inhibition, % at 5.17 µM; 0.059% of 340,000 active; in the data active means inhibition above about 34%;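 further: 0% = enzyme with vehicle and 100% = wells lacking enzyme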
phage Ecoli inh: growth loss of phage-infected E. coli, primary screen, RecBCD inhibitor project, absorbance, with phage, HTS. inhibition, % at 11.9 µM. 0.26% of 360,000 active; in the data active means inhibition above about 11%
CDK5 p35 inh: inhibitors of human CDK5/p35 kinase, primary screen, biochemical, single concentration; Cyclin-dependent kinase 5 (Homo sapiens) + Cyclin-dependent kinase 5 activator 1 (Homo …; Recombinant CDK5/p35, ADP-Glo luminescence, 60 min; inhibition, % at 10 µM; 0.01% of 330,000 active; AID 488839, 2010;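 active means highest replicate inhibition of at least 50% and at least 75% of replicates reaching 50%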;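 further: plate controls were DMSO neutral control for no effect and GW8510 at 10 µM for full effect; many of its hits are not listed in these tables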
HTR5A inv ag: HTR5A inverse agonists in luminescence cell assay, primary screen, counter-screen for OPRM1-OPRD1 heterodimer inverse agonist project, full-deck HTS; AID 504634, 2011; HTR5A cell line, inverse agonism; inhibition, % at 9.3 µM; 0.083% of 340,000 active; in the data active means inhibition mostly above about 23%, no sharp cut-off; inactive means mostly below about 18%;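 further: 0% = cells with DMSO and 100% = no-cell wells with DMSO; some compounds called inactive have numbers as strong as hits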
Target sequence (P47898 whole entry, looked up): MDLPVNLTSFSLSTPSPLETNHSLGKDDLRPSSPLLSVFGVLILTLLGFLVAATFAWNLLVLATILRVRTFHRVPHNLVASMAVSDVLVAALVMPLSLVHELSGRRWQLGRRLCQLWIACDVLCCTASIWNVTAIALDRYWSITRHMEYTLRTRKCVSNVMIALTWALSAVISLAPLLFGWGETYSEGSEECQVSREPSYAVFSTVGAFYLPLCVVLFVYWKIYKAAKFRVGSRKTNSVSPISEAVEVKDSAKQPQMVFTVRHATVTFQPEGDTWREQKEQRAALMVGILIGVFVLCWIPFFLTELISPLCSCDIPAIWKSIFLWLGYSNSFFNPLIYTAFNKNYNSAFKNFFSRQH
AddAB inh: growth inhibition of E. coli expressing H. pylori AddAB, primary screen, AddAB inhibitor project, absorbance. 0.29% of 330,000 active. inhibition, % at 11.9 µM. AID 435030, 2010; in the data active means inhibition above about 12%;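 further: 0% = vehicle wells of infected cells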
HTR5A ag ctr: HTR5A agonists in luminescence cell assay, primary screen, counter-screen for OPRM1-OPRD1 heterodimer agonist project, full-deck HTS. 5-hydroxytryptamine receptor 5A (Homo sapiens), P47898. cell-based. activation, % at 9.3 µM. 0.61% of 340,000 active; in the data active means activation mostly above about 9.5%, no sharp cut-off; inactive means mostly below about 7.6%;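 further: 0% = cells with vehicle only and 100% = reference agonist; strong numbers were not always called active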
PKA-R2B activ: activators of PKA-R2B holoenzyme, primary screen, biochemical, fluorescence polarization, Cy5-IP20, human | PKA-R2B holoenzyme dissociation; R2B truncated from residue 108, S112A mutant; 0% DMSO only, 100% 113 µM cGMP | AID 504700, 2011 | 0.079% of 340,000 active | activation, % at 11.4 µM | cAMP-dependent protein kinase catalytic subunit beta (Homo sapiens) + cAMP-dependent …;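 active means activation above a cutoff set at the mean over all compounds plus 3 SD, cut at about 18% in these data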;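 further: higher means more holoenzyme dissociation and a rise in polarization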
Target sequence (P31323 whole entry, looked up, other chains not shown, the tested form may be a part): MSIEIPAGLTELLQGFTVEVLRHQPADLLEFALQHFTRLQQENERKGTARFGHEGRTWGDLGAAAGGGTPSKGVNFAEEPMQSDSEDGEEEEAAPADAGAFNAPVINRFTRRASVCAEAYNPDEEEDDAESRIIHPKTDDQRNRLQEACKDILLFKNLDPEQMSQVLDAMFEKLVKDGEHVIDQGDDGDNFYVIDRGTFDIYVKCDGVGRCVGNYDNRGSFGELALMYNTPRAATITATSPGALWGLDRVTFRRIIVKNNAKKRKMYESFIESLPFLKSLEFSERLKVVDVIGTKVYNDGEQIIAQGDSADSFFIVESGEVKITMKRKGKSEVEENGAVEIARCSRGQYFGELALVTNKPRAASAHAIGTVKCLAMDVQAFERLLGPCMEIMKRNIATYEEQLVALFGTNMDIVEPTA
E coli growth: E. coli V3065 growth inhibition, primary screen, counter-screen for AddAB inhibitor project, absorbance, OD600 | 18 h | inhibition, % at 11.9 µM | 0.27% of 330,000 active | AID 449728, 2010;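 active means inhibition above the campaign's mean inhibition across all tested compounds plus 3 SD, cut at about 9.9% in these data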;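 further: uninfected addAB+ strain grown without phage in ampicillin broth; 0% = DMSO wells and 100% = ciprofloxacin 0.95 µg/ml wells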
* marks the source's active call; other numbers are inactive results; · = not tested or not shown.

[1] Cc1cccc2nc(=S)n(C(=O)c3ccco3)n12
[2] COc1cccc(COC(=O)C2CCN(S(=O)(=O)c3ccc(F)cc3)CC2)c1OC
[3] COc1ccc(CC(=O)Nc2ccccc2NC(=O)c2ccco2)cc1OC
[4] NC(=O)C1CCN(C(=O)CC2(CC(=O)O)CCCCC2)CC1
[5] CCNCc1cc(OCC)c(OCC(=O)NCCc2ccccc2)cc1Cl
[6] O=C(CSc1cccc[n+]1[O-])NN(c1ccccc1)c1ccccc1

Compound	1	2	3	4	5	6
PKA-R2B activ	1	6	-20	-3	-7	-2
AddAB inh	2.1	·	3.1	3.6	1.0	1.2
HTR5A ag ctr	2	3	1	2	1	-4
phage Ecoli inh	0.9	-2.1	3.9	3.8	1.4	0.3
PKA-R1A act	2	4	3	-7	3	-9
HTR5A inv ag	-24	3	-19	-6	-4	12
E coli growth	0.2	·	-0.8	3.0	-0.4	0.3
Tat transport	-5	3	-5	-8	4	1
Mot1-301 SUMO	-2	·	-11	-12	14	10
CDK5 p35 inh	3.2	-0.2	1.2	-0.3	-2.5	-3.9
DAGLB inhibitor	-2	-3	-2	-6	0	1

[7] CSc1ccc(NC(=O)CC(C)=O)cc1
[8] Clc1ccc(-c2csc(N3CCSCC3)n2)cc1
[9] COc1ccccc1-c1ccc(SCc2ccccc2)nn1
[10] O=S(=O)(NCCN1CCOCC1)c1cc(Cl)c(Cl)cc1Cl
[11] CC(NC(=O)C(=O)NCc1cccs1)c1ccccc1 (stereo not drawn)
[12] CCC1(c2ccccc2)NC(=O)N(CC(=O)Nc2ccccc2C(=O)N2CCCCC2)C1=O (stereo not drawn)

Compound	7	8	9	10	11	12
PKA-R2B activ	3	-6	-7	-3	-14	-5
AddAB inh	1.4	0.1	1.1	4.7	-2.2	0.2
HTR5A ag ctr	-7	-1	1	-4	0	1
phage Ecoli inh	0.8	4.1	2.0	-0.6	1.8	0.7
PKA-R1A act	1	3	-6	-4	-1	-3
HTR5A inv ag	17	3	-29	14	-2	-4
E coli growth	1.4	3.7	-0.2	1.5	2.4	-1.1
Tat transport	3	10	3	-7	5	-1
Mot1-301 SUMO	4	23	-17	3	-9	-5
CDK5 p35 inh	-0.3	1.4	1.1	-0.6	2.0	-1.6
DAGLB inhibitor	1	-12	-7	0	-5	1

[13] O=C(CSc1n[nH]c(=O)n1C1CC1)Nc1ccc(Cl)cc1Cl
[14] CCC(C)NC(=O)COc1ccccc1[N+](=O)[O-] (stereo not drawn)
[15] Cc1cccc(N2CCN(C(=O)CCN3C(=O)C4C5C=CC(C5)C4C3=O)CC2C)c1 (stereo not drawn)
[16] COc1ccc(C(=O)NCc2ccc(C(=O)O)o2)cc1
[17] O=C(COC(=O)c1cc([N+](=O)[O-])ccc1N1CCOCC1)Nc1c(Cl)cccc1C(F)(F)F
[18] CCN1CCN(c2cc(C)c3cc(NC(=O)c4cnccn4)ccc3n2)CC1

Compound	13	14	15	16	17	18
PKA-R2B activ	3	-8	-3	-1	5	-5
AddAB inh	1.7	0.5	2.4	0.8	-1.1	2.8
HTR5A ag ctr	2	1	-5	-2	4	8
phage Ecoli inh	3.2	3.7	-0.4	-1.2	1.9	1.6
PKA-R1A act	0	-9	0	5	-8	-1
HTR5A inv ag	4	10	1	9	15	-23
E coli growth	2.3	1.0	1.8	0.9	1.4	-0.5
Tat transport	7	-7	0	-3	-11	-3
Mot1-301 SUMO	-19	-11	455	4	-11	377
CDK5 p35 inh	-1.1	1.3	1.9	0.9	-2.6	0.3
DAGLB inhibitor	-2	-5	0	1	3	1

[19] Brc1ccc(CSc2ncnc3nc[nH]c23)cc1
[20] CC(OC(=O)C1CC1C)C(=O)Nc1ncc(Cl)cc1Cl (stereo not drawn)
[21] N#CC1=C(N)OC2=C(CCc3ccccc32)C1c1ccccc1 (stereo not drawn)
[22] CC(C)(C)c1ccc(C(=O)c2c[nH]c(C(=O)NCc3cccnc3)c2)cc1
[23] CC(=O)Nc1cccc(NC(C)=O)n1
[24] Cc1ccc(-c2cn(CCN)c(-c3ccc(Cl)nc3)n2)cc1

Compound	19	20	21	22	23	24
PKA-R2B activ	-7	1	-4	-6	1	0
AddAB inh	0.2	2.4	0.1	4.5	5.1	1.9
HTR5A ag ctr	-4	3	6	1	1	0
phage Ecoli inh	5.4	5.1	2.7	3.7	3.6	3.3
PKA-R1A act	-6	4	3	-7	-7	2
HTR5A inv ag	12	-9	10	1	-5	5
E coli growth	1.1	-2.7	-0.9	1.1	1.4	1.0
Tat transport	1	0	5	17	1	-6
Mot1-301 SUMO	-13	-4	·	2	178	-11
CDK5 p35 inh	-1.6	-2.1	-1.5	-6.5	0.5	0.4
DAGLB inhibitor	1	0	-6	3	4	-4

An excerpt from above in order of their number in CDK5 p35 inh, smallest number first:
no. | smiles | CDK5 p35 inh
22 | CC(C)(C)c1ccc(C(=O)c2c[nH]c(C(=O)NCc3cccnc3)c2)cc1 | -6.5
20 | CC(OC(=O)C1CC1C)C(=O)Nc1ncc(Cl)cc1Cl (stereo not drawn) | -2.1
21 | N#CC1=C(N)OC2=C(CCc3ccccc32)C1c1ccccc1 (stereo not drawn) | -1.5

Next compounds follow.
[25] C=CCc1c(C)nc2cc(-c3ccc(C)cc3)[nH]n2c1=O
[26] Cc1ccc(C)c(CN2C(=O)C(C)Oc3ccc(C)cc32)c1 (stereo not drawn)
[27] Cc1ccccc1NC(=O)C1CC(=O)N(c2ccccc2F)C1 (stereo not drawn)
[28] COC(=O)[C@H](Cc1ccccc1)NC(=O)c1cc(COc2c(F)cccc2F)on1
[29] Cc1ccc(NC(=O)COC(=O)C2CCC2)cc1S(=O)(=O)N1CCCCC1
[30] COC(=O)C1CCN(C(=O)COc2ccc(Cl)cc2)CC1

Compound	25	26	27	28	29	30
PKA-R2B activ	-3	3	-7	1	-11	-1
AddAB inh	2.9	0.6	-1.2	2.4	2.2	-0.2
HTR5A ag ctr	-1	-1	-4	2	-2	-1
phage Ecoli inh	5.7	2.4	1.5	3.8	4.9	2.7
PKA-R1A act	-10	1	-18	-10	-7	-3
HTR5A inv ag	2	-22	10	-5	6	1
E coli growth	3.2	-0.5	-3.1	-4.0	0.2	-0.4
Tat transport	13	3	-2	11	2	-3
Mot1-301 SUMO	5	1	740	10	-26	1
CDK5 p35 inh	1.2	-0.9	1.8	-0.4	0.0	-1.5
DAGLB inhibitor	-1	-4	-1	-3	-5	-1

Looked up above.
cpd 28 in PKA-R2B activ is entered as 1
cpd 26 in HTR5A inv ag is entered as -22
cpd 27 in DAGLB inhibitor is entered as -1

Continued:
[31] CC(=O)c1cc2ccc(O)cc2oc1=O
[32] CCOC(=O)CC(NC(=O)Cn1nnc(-c2ccccc2F)n1)c1ccccc1Cl (stereo not drawn)
[33] C=CCN1C(=O)CSc2ccc(C(=O)NCc3ccc(F)cc3)cc21
[34] Cc1ccn(CC(=O)N/N=C/c2cc([N+](=O)[O-])ccc2O)n1
[35] O=C(COC(=O)/C=C/c1ccc(OC(F)F)cc1)NCCN1C(=O)CSC1=O
[36] CC(C)(C)C1CCC(=NNc2ncc(C(F)(F)F)cc2Cl)CC1 (stereo not drawn)

Compound	31	32	33	34	35	36
PKA-R2B activ	-7	1	7	3	-10	11
AddAB inh	-1.6	2.0	1.8	0.0	6.7	0.3
HTR5A ag ctr	-1	-5	1	-3	0	3
phage Ecoli inh	1.2	4.0	-0.5	2.0	2.6	1.3
PKA-R1A act	-3	0	-5	0	-5	-1
HTR5A inv ag	-8	13	-3	-13	19	-13
E coli growth	1.4	-0.8	-0.5	2.0	1.3	-0.3
Tat transport	-6	-4	-9	-1	-4	3
Mot1-301 SUMO	8	4	-5	408	-3	0
CDK5 p35 inh	1.7	-6.5	-1.3	5.2	0.5	-1.5
DAGLB inhibitor	-2	-2	-2	4	-2	-6

[37] Cc1ccc(CN2CCN(/N=C/c3ccc(N(C)C)cc3)CC2)cc1
[38] Cn1c(NC(=S)Nc2ccccc2)nc2ccccc21
[39] CC1=NC2(CCCc3c2no[n+]3[O-])N(O)C1(C)C (stereo not drawn)
[40] CCN(CC)S(=O)(=O)c1ccc2[nH]c(=O)cc(C(=O)Nc3ccccc3N3CCOCC3)c2c1
[41] CCCOC(=O)c1ccc(NC(=O)c2nc3nc(C)cc(C)n3n2)cc1
[42] COc1ccccc1NC(=O)Cn1c(C)cc(=O)c2cccc(OC)c21

Compound	37	38	39	40	41	42
PKA-R2B activ	·	5	6	-6	6	·
AddAB inh	3.3	-0.9	-0.3	0.9	2.6	5.8
HTR5A ag ctr	·	0	-1	-1	2	·
phage Ecoli inh	3.7	-2.2	-0.3	0.6	3.5	2.1
PKA-R1A act	·	-6	-6	-16	-16	·
HTR5A inv ag	·	-14	2	2	-5	·
E coli growth	1.7	-0.2	0.7	-0.3	0.0	1.9
Tat transport	-3	-4	1	-5	-2	5
Mot1-301 SUMO	-9	-3	465*	5	-12	-31
CDK5 p35 inh	-2.3	0.1	-0.8	-0.5	1.9	·
DAGLB inhibitor	·	1	2	2	1	·

[43] Cc1ccc(NC(=O)COc2ccccc2[N+](=O)[O-])nc1
[44] COc1ccc(C2c3ccsc3CCN2C(=O)C(C)(C)C)cc1 (stereo not drawn)
[45] Cc1ccccc1OCC(=O)Nc1ccc(C(N)=O)cc1
[46] CCCc1cc(=O)n2[nH]c(NCc3ccc(Cl)cc3Cl)nc2n1

Compound	43	44	45	46
PKA-R2B activ	10	-4	7	9
AddAB inh	3.5	-1.0	-0.6	2.1
HTR5A ag ctr	-2	-3	3	1
phage Ecoli inh	4.7	4.4	1.7	0.8
PKA-R1A act	-1	-2	-3	16
HTR5A inv ag	6	-2	-8	-2
E coli growth	-1.2	-0.1	-0.2	-0.9
Tat transport	-5	2	2	-2
Mot1-301 SUMO	549	15	12	9
CDK5 p35 inh	2.0	-1.8	-0.8	-1.4
DAGLB inhibitor	-1	-4	0	2
